# Source: PubChem BioAssay (Broad Institute)
# TcdB inh – inhibitors of Clostridioides difficile toxin B glycohydrolase | P18177 | TcdB glycohydrolase enzymatic assay, plate reader | inhibition, % at 9.99 µM | 350,000 compounds, 0.24% hits; in the data active means inhibition above about 10%
# Target sequence (P18177 whole entry, looked up): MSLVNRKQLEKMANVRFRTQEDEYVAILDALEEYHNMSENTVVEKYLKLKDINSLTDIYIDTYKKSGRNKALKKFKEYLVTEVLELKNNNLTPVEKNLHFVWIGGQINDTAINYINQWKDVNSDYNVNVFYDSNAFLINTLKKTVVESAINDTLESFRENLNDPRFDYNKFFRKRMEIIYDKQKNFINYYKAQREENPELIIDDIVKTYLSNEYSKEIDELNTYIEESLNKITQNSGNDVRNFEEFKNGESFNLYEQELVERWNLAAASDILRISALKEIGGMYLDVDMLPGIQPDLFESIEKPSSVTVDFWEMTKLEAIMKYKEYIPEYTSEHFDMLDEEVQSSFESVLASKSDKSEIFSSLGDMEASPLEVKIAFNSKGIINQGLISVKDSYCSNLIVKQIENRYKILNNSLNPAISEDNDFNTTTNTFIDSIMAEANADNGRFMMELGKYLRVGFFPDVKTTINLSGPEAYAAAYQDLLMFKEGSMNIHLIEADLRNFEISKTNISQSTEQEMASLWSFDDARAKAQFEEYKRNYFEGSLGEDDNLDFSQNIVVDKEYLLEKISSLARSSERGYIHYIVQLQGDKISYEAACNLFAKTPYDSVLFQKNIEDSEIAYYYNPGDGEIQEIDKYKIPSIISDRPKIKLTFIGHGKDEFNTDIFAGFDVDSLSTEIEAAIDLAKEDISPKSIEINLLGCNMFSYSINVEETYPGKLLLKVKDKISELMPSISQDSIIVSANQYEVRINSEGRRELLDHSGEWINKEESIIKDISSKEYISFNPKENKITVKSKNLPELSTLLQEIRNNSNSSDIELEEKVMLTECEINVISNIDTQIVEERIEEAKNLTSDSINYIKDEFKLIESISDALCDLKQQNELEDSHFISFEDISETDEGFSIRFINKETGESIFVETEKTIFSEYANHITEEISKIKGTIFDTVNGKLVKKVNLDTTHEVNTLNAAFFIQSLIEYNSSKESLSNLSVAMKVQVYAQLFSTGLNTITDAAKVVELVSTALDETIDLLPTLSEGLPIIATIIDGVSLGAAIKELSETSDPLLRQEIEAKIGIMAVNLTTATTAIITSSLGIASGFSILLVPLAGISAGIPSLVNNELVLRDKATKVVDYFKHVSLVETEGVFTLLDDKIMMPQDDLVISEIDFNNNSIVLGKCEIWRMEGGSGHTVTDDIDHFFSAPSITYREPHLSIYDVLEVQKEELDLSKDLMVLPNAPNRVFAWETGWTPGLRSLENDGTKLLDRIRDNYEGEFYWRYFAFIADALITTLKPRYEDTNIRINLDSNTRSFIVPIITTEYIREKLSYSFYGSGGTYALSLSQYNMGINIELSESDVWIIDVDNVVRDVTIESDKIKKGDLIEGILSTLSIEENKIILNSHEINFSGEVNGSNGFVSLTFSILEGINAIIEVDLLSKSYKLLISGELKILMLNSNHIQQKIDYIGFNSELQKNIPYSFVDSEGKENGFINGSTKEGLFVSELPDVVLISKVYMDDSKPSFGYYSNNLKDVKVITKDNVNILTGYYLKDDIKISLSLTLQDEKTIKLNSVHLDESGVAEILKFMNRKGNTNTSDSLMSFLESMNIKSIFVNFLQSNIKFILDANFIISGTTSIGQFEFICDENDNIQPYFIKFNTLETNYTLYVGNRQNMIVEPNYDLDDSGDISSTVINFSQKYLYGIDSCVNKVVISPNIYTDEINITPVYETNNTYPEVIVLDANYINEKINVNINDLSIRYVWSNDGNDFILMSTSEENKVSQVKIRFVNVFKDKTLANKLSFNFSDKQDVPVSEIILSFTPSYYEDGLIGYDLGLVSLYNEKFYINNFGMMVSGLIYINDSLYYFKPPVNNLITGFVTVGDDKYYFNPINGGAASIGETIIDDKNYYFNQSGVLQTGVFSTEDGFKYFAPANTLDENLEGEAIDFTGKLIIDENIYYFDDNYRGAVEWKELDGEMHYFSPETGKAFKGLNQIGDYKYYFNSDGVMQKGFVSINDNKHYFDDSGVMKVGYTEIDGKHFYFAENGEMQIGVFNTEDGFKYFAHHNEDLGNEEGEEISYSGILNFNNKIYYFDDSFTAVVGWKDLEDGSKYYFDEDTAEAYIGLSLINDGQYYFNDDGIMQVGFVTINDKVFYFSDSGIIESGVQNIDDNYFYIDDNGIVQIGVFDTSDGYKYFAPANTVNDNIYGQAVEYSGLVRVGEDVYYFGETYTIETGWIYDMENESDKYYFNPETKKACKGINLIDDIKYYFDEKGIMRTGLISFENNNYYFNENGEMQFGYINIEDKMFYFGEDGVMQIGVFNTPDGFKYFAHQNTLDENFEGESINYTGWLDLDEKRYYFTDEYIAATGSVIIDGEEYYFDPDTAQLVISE
# Numbers without * were called inactive. Some of the compounds tested, so the mix of outcomes need not match the whole.
SMILES,TcdB inh
Cc1noc(C)c1NC(=O)Nc1ccc2c(c1)CC(=O)N([C@@H](C)CO)C[C@@H](C)[C@@H](CN(C)Cc1ccccc1)O2,0.1
Cc1ccc(S(=O)(=O)N(C)C[C@H]2OCCCC[C@H](C)Oc3ccc(NS(=O)(=O)c4ccccc4)cc3C(=O)N([C@@H](C)CO)C[C@@H]2C)cc1,1.3
COc1ccc(NC(=O)N(C)C[C@H]2Oc3ccc(NC(=O)CCCN(C)C)cc3C(=O)N([C@H](C)CO)C[C@@H]2C)cc1,-0.8
C[C@@H]1CN([C@@H](C)CO)C(=O)c2cc(NC(=O)CCC(F)(F)F)ccc2O[C@@H](C)CCCCO[C@@H]1CN(C)Cc1ccncc1,1.6
CCO[C@@H]1OC(C(=O)Nc2ccccc2)=C[C@H](c2cn(C(C)=O)c3ccccc23)[C@H]1CCCO,-5.8
C[C@@H]1CN([C@H](C)CO)S(=O)(=O)c2ccc(C#Cc3ccc(F)cc3)cc2O[C@H]1CN(C)S(C)(=O)=O,0.9
CN1[C@@H]2c3ccc(-c4cccnc4)c(=O)n3C[C@@H]2[C@@H](CO)[C@@H]1C(=O)N1CCc2ccccc2C1,-2.2
CCC(=O)N1C[C@H](O)COC[C@@H]2O[C@@H](CC(=O)NCc3ccc(Oc4ccccc4)cc3)CC[C@H]21,0.4
C=CCN1C(=O)[C@@]2(O[C@@H](CCO)[C@H]([Si](C)(C)c3ccc(OC)cc3)[C@H]2C)c2ccccc21,3.1
CCCNC(=O)N(C)C[C@H]1Oc2ncc(C#CC3CCCCC3)cc2C(=O)N([C@H](C)CO)C[C@H]1C,0.4
COc1cccc(S(=O)(=O)N[C@H]2CC[C@H](CC(=O)NCc3ccc(F)cc3)O[C@H]2CO)c1,-1.6
C[C@@H]1CCCCO[C@@H](CN(C)Cc2ccc(Cl)c(Cl)c2)[C@H](C)CN([C@H](C)CO)C(=O)c2cc(NS(=O)(=O)c3ccc(F)cc3)ccc2O1,-0.4

# Overlap with the part before: 3 compounds, then new ones.
SMILES,TcdB inh
CCCNC(=O)N(C)C[C@H]1Oc2ncc(C#CC3CCCCC3)cc2C(=O)N([C@H](C)CO)C[C@H]1C,0.4
COc1cccc(S(=O)(=O)N[C@H]2CC[C@H](CC(=O)NCc3ccc(F)cc3)O[C@H]2CO)c1,-1.6
C[C@@H]1CCCCO[C@@H](CN(C)Cc2ccc(Cl)c(Cl)c2)[C@H](C)CN([C@H](C)CO)C(=O)c2cc(NS(=O)(=O)c3ccc(F)cc3)ccc2O1,-0.4
C[C@@H]1CN([C@H](C)CO)C(=O)c2cccc(NS(=O)(=O)c3cccs3)c2O[C@@H]1CN(C)S(=O)(=O)c1cn(C)cn1,0.3
C[C@H]1CN([C@@H](C)CO)C(=O)Cc2cc(NS(=O)(=O)c3ccc(F)cc3)ccc2O[C@@H]1CN(C)CC1CCCCC1,-4.4
COCC(=O)N1CC2(C1)[C@@H](c1ccc(-c3cccc(F)c3)cc1)[C@H](CO)N2C(=O)COC,1.6
O=C(C[C@H]1CC[C@@H]2[C@H](COC[C@H](O)CN2C(=O)c2ccccc2F)O1)N1CCN(c2ccccc2)CC1,-0.4
C[C@H](O)C#Cc1ccc2c(c1)O[C@@H](CN(C)C(=O)CN(C)C)[C@H](C)CN([C@@H](C)CO)S2(=O)=O,0.2
CC(C)CC#Cc1ccc2c(c1)O[C@H](CN(C)C(=O)Nc1ccccc1F)[C@H](C)CN([C@H](C)CO)S2(=O)=O,1.2
COc1ccccc1C#Cc1ccc2c(c1)O[C@@H](CN(C)Cc1ccncc1)[C@@H](C)CN([C@@H](C)CO)S2(=O)=O,0.0
O=C(NCC[C@@H]1CC[C@H](NS(=O)(=O)Cc2ccccc2)[C@H](CO)O1)C1CC1,0.3
C[C@@H]1CN([C@@H](C)CO)S(=O)(=O)c2ccc(C#Cc3ccc(F)cc3)cc2O[C@@H]1CN(C)C,0.1
C[C@H]1CN([C@@H](C)CO)C(=O)Cc2cc(N(C)C)ccc2O[C@@H]1CN(C)S(=O)(=O)c1ccccc1,-8.9
CC(C)c1cn(CC[C@H]2CC[C@H](NC(=O)Nc3cc(Cl)cc(Cl)c3)[C@H](CO)O2)nn1,-0.3
C[C@@H]1CN([C@@H](C)CO)C(=O)c2cccc(NS(=O)(=O)c3cccs3)c2O[C@@H]1CN(C)Cc1ccc(C(F)(F)F)cc1,-2.7
CC=Cc1ccc2n(c1=O)C[C@@H]1[C@@H](CO)[C@H](C(=O)NCCc3ccncc3)N[C@H]21 (mixture of isomers),-0.3
CO[C@@H]1CN(C)C(=O)c2cc(NC(=O)c3ccno3)ccc2OC[C@H](C)NC[C@@H]1C,0.4
COc1ccccc1-c1cnc2c(c1)C(=O)N([C@H](C)CO)C[C@@H](C)[C@@H](CN(C)C(C)=O)O2,-0.1
CN(C)CC(=O)N[C@H]1CC[C@H](CC(=O)NCc2ccc(Cl)cc2)O[C@H]1CO,-4.4
COc1cccc(S(=O)(=O)N2CCCCN3[C@H](CO)[C@H](c4ccc(C#CC(C)C)cc4)[C@@H]3C2)c1,1.5
Cc1ccc(S(=O)(=O)N2C[C@H](O)COC[C@H]3O[C@H](CC(=O)NCC4CCCCC4)CC[C@@H]32)cc1,-0.2
COc1ccc(NC(=O)N(C)C[C@@H]2OCCCC[C@@H](C)Oc3ccc(NC(=O)CCC(F)(F)F)cc3C(=O)N([C@H](C)CO)C[C@H]2C)cc1,0.4
COc1ccc(NC(=O)N[C@@H]2CC[C@@H](CCn3cc(-c4ccccc4F)nn3)O[C@@H]2CO)cc1,1.7
C[C@H]1CN([C@@H](C)CO)C(=O)Cc2cc(NC(=O)c3ccncc3)ccc2O[C@@H]1CN(C)S(=O)(=O)c1ccccc1,-1.0
COc1ccc(NC(=O)N(C)C[C@H]2Oc3c(NC(=O)c4cnccn4)cccc3C(=O)N([C@@H](C)CO)C[C@@H]2C)cc1,0.0
CN(C)C(=O)[C@H]1[C@H](CO)[C@H]2Cn3c(ccc(C4=CCCC4)c3=O)[C@@H]1N2CCC(F)(F)F,-1.0
COc1ccc(NC(=O)Nc2ccc3c(c2)C(=O)N([C@@H](C)CO)C[C@@H](C)[C@@H](CN(C)Cc2ccc(C(=O)O)cc2)OCCCC[C@H](C)O3)cc1,-1.2
C[C@H]1CN([C@@H](C)CO)S(=O)(=O)c2ccc(-c3cncnc3)cc2O[C@H]1CN(C)C(=O)C1CCCCC1,0.3
C[C@@H]1CN([C@H](C)CO)C(=O)CCCn2cc(nn2)CO[C@@H]1CN(C)Cc1ccccc1C(=O)O,0.0
C[C@@H]1CN([C@H](C)CO)C(=O)c2cc(C3=CCCC3)cnc2O[C@H]1CN(C)C(=O)c1ccc(F)cc1,-0.6
CCNC(=O)[C@H]1[C@H](CO)[C@H]2Cn3c(ccc(-c4ccccc4)c3=O)[C@@H]1N2Cc1cccnc1,-0.1
CCC(=O)N[C@H]1CC[C@@H](CC(=O)NCc2ccccc2F)O[C@@H]1CO,-0.1
CO[C@@H]1CN(C)C(=O)c2ccc(NC(=O)NC(C)C)cc2OC[C@@H](C)N(CC2CC2)C[C@@H]1C,-0.8
C[C@H]1CN([C@@H](C)CO)C(=O)Cc2cc(NC(=O)Nc3ccc(F)cc3)ccc2O[C@@H]1CN(C)C(=O)NC1CCCCC1,-0.6
CN(C)CCCNC(=O)C[C@H]1CC[C@@H]2[C@H](COC[C@H](O)CN2CC2CCCC2)O1,-3.3
CCCNC(=O)[C@@H]1[C@@H](CO)[C@@H]2Cn3c(ccc(-c4ccccc4)c3=O)[C@H]1N2C(=O)C1CC1,-0.9
COc1ccc(C(=O)Nc2ccc3c(c2)OC[C@H](C)N(C)C[C@H](C)[C@@H](OC)CN(C)C3=O)cc1,-0.6
C[C@H]1CN([C@@H](C)CO)C(=O)c2cc(NS(=O)(=O)c3ccc(Cl)cc3)ccc2O[C@H]1CN(C)CC1CC1,-3.7
C[C@@H]1CN([C@H](C)CO)C(=O)c2cccc(NS(=O)(=O)c3ccc(Cl)cc3)c2O[C@H]1CN(C)Cc1ccc(Cl)c(Cl)c1,0.9

# Gathered by group: those above containing two or more sulfur atoms
SMILES,TcdB inh
Cc1ccc(S(=O)(=O)N(C)C[C@H]2OCCCC[C@H](C)Oc3ccc(NS(=O)(=O)c4ccccc4)cc3C(=O)N([C@@H](C)CO)C[C@@H]2C)cc1,1.3
C[C@@H]1CN([C@H](C)CO)S(=O)(=O)c2ccc(C#Cc3ccc(F)cc3)cc2O[C@H]1CN(C)S(C)(=O)=O,0.9
C[C@@H]1CN([C@H](C)CO)C(=O)c2cccc(NS(=O)(=O)c3cccs3)c2O[C@@H]1CN(C)S(=O)(=O)c1cn(C)cn1,0.3
C[C@@H]1CN([C@@H](C)CO)C(=O)c2cccc(NS(=O)(=O)c3cccs3)c2O[C@@H]1CN(C)Cc1ccc(C(F)(F)F)cc1,-2.7

# Continued:
SMILES,TcdB inh
C[C@@H]1CN([C@@H](C)CO)C(=O)c2cc(C#CC3CCCC3)cnc2O[C@H]1CN(C)S(=O)(=O)c1cccc(F)c1,1.2
COc1ccc(S(=O)(=O)Nc2ccc3c(c2)C(=O)N([C@H](C)CO)C[C@H](C)[C@H](CN(C)Cc2ccc(C(=O)O)cc2)OCCCC[C@H](C)O3)cc1,0.7
C[C@H](CO)N1C[C@H](C)[C@@H](CN(C)C(=O)Nc2cc(F)ccc2F)Oc2cc(-c3cccc(F)c3)ccc2S1(=O)=O,0.7
C[C@H](CO)N1C[C@H](C)[C@@H](CN(C)Cc2ccc(Oc3ccccc3)cc2)Oc2c(NS(=O)(=O)c3ccc(Cl)cc3)cccc2C1=O,0.2
CCCC#Cc1cnc2c(c1)C(=O)N([C@H](C)CO)C[C@H](C)[C@H](CN(C)C(=O)NC1CCCC1)O2,-0.3
CCCC#Cc1ccc([C@@H]2[C@H]3CN(S(=O)(=O)c4ccccc4C)CC(=O)N3[C@H]2CO)cc1,-0.1
CC(=O)N(C)C[C@@H]1Oc2ncc(C3=CCCC3)cc2C(=O)N([C@H](C)CO)C[C@H]1C,-0.3
O=S(=O)(c1ccccc1)N1CCCCN2[C@H](C1)[C@H](c1ccc(-c3ccccc3)cc1)[C@@H]2CO,-1.0
O=C(C[C@@H]1CC[C@@H](NC(=O)C2CC2)[C@H](CO)O1)Nc1nccs1,-0.8
C[C@H](CO)N1C[C@H](C)[C@@H](CN(C)C(=O)Nc2ccccc2)Oc2ccc(NC(=O)C3CCCCC3)cc2CC1=O,0.5
CN1C(=O)c2cc(NC(=O)Cc3ccccc3)ccc2OC[C@@H]2O[C@@H](CC(=O)NC3CCC3)CC[C@@H]21,-0.3
COc1ccc(S(=O)(=O)N(C)C[C@H]2Oc3ccc(N(C)C)cc3C(=O)N([C@@H](C)CO)C[C@@H]2C)cc1,-0.6
Cc1cc(C(=O)Nc2cccc3c2O[C@H](CN(C)Cc2ccccc2)[C@H](C)CN([C@H](C)CO)C3=O)n(C)n1,-0.8
CC(C)NC(=O)Nc1cccc2c1O[C@H](CN(C)CC1CCCCC1)[C@@H](C)CN([C@H](C)CO)C2=O,0.7
COc1ccc(S(=O)(=O)N2CCCCN3[C@H](CO)[C@H](c4ccc(-c5cccnc5)cc4)[C@H]3C2)cc1,-1.1
C[C@H](CO)N1C[C@H](C)[C@H](CN(C)Cc2ccccc2)Oc2cc(-c3cncnc3)ccc2S1(=O)=O,-0.9
C[C@H]1CN([C@@H](C)CO)S(=O)(=O)c2ccc(-c3cccc(C#N)c3)cc2O[C@H]1CN(C)C(=O)c1cccnc1,0.7
N#C[C@H]1[C@@H](c2ccccc2C2=CCCC2)[C@@H](CO)N1C(=O)CN1CCOCC1,-0.2
CN(C)c1ccc2c(c1)[C@H]1C[C@H](CC(=O)NCC3CC3)O[C@H](CO)[C@H]1O2,-39
C[C@@H]1CCCCO[C@H](CN(C)C(=O)C2CCCCC2)[C@@H](C)CN([C@@H](C)CO)C(=O)c2cc(NS(=O)(=O)c3ccc(F)cc3)ccc2O1,0.3
CN(C)CC(=O)N1CC(=O)N2[C@@H](CO)[C@H](c3ccc(-c4ccc(C#N)cc4)cc3)[C@@H]2C1,-3.8
CC(C)NC(=O)Nc1ccc2c(c1)C(=O)N([C@@H](C)CO)C[C@H](C)[C@H](CN(C)C)OCCCC[C@H](C)O2,-0.1
O=S(=O)(Cc1ccccc1)NCC[C@H]1CC[C@H](NS(=O)(=O)c2ccc(F)cc2)[C@H](CO)O1,-2.7
O=C(Cc1ccncc1)NCC[C@H]1CC[C@@H](NC(=O)C2CCC2)[C@@H](CO)O1,-0.6

# Pulled by compound from the list above (two):
SMILES,TcdB inh
C[C@H](CO)N1C[C@H](C)[C@@H](CN(C)Cc2ccc(Oc3ccccc3)cc2)Oc2c(NS(=O)(=O)c3ccc(Cl)cc3)cccc2C1=O,0.2
C[C@H]1CN([C@@H](C)CO)S(=O)(=O)c2ccc(-c3cccc(C#N)c3)cc2O[C@H]1CN(C)C(=O)c1cccnc1,0.7

# Further results follow:
SMILES,TcdB inh
CC(=O)N1[C@H](CO)[C@H](c2ccccc2)C12CN(C(=O)c1cnccn1)C2,-1.3
C[C@@H]1CN([C@@H](C)CO)S(=O)(=O)c2ccc(-c3ccncc3)cc2O[C@@H]1CN(C)C,-0.2
COc1ccccc1NC(=O)N1CC(=O)N2[C@H](CO)[C@H](c3ccc(C#CC4CC4)cc3)[C@@H]2C1,-1.0
CCNC(=O)C[C@@H]1CC[C@H](NC(=O)C2CC2)[C@H](CO)O1,-2.3
Cc1noc(C)c1NC(=O)N(C)C[C@H]1Oc2c(NC(=O)C3CCOCC3)cccc2C(=O)N([C@@H](C)CO)C[C@@H]1C,-1.5
COc1ccc2c3c([nH]c2c1)[C@@H](CO)N(C(C)=O)CC31CCN(C(=O)c2cccc(F)c2)CC1,1.1
CN(C)C(=O)C[C@H]1CC[C@H](NC(=O)NC2CCCCC2)[C@H](CO)O1,-0.1
COc1ccc(S(=O)(=O)Nc2ccc3c(c2)C(=O)N([C@@H](C)CO)C[C@@H](C)[C@H](CN(C)Cc2ccc(C(=O)O)cc2)OCCCC[C@H](C)O3)cc1,-1.5
COc1ccc2c3c([nH]c2c1)[C@@H](CO)N(C(=O)C1CCCCC1)CC31CCN(C(=O)NC(C)C)CC1,-0.9
C[C@@H]1CN([C@H](C)CO)C(=O)c2cc(N(C)C)ccc2O[C@@H](C)CCCCO[C@@H]1CN(C)C(=O)Cc1ccccc1,-22
C[C@H](CO)N1C[C@H](C)[C@H](CN(C)S(=O)(=O)c2ccccc2F)Oc2ncc(C#Cc3ccccc3)cc2C1=O,-12
C[C@@H]1CN([C@@H](C)CO)C(=O)c2cc(C#Cc3cccnc3)cnc2O[C@@H]1CN(C)S(=O)(=O)c1ccccc1F,-0.6
